HT1080-NT tox = kills 2HG-producing HT-1080-NT fibrosarcoma cells; HT-1080-NT fibrosarcoma viability, CellTiter-Glo ATP luminescence, 48 h; Potency, µM (titrated, usually from 46.1 µM), for inactives: at the highest dose activity, negative = less viability, hits mostly cytotoxic; 360,000 compounds, 1.6% hits; AID 686970;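 also: NT is the 2HG producing partner of a matched IDH1 knockdown line; potency is read from the fitted curve at half-maximal effect; 0% = DMSO-treated cells and -100% = media-only wells without cells; nearly all actives have a fitted effect of over 55% in size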
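Viability of the 2HG-overproducing fibrosarcoma line after 48 hours of compound exposure at 37 degrees C was determined by luminescence with CellTiter-Glo, and concentration-effect curves were then fitted and categorized.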
HT1080 IDH1KD tx = HT-1080 IDH1 knockdown cell toxicity (counter line); HT-1080 IDH1 knockdown viability, ATP luminescence, 48 h; Potency, µM (highest dose often 46.1 µM), without a hit: at the top dose activity, negative = toxicity, actives largely listed as cytotoxic; 360,000 compounds, 2% hits; AID 686971;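 also: potency is read from the fitted curve at half-maximal effect; 0% = DMSO wells and -100% = cell-free medium wells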
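% activity derives from luminescence (CellTiter-Glo), normalised to DMSO and no-cell wells. HT-1080-IDH1KD cells, 750/well, had 48 h compound exposure at 37 °C.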
HepG2 tox = kills HepG2 cells in TGF-b inhibitor counter-screen. Potency, µM (top dose mostly 46.1 µM), without a hit: top-dose activity change, negative = cytotoxicity, actives largely listed as cytotoxic. 410,000 compounds, 0.76% hits. HepG2 CAGA-GFP viability, ATP luminescence, 18 h; also: potency is read from the fitted curve at half-maximal effect; some results filed as inactive show a strong effect at the top dose
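CellTiter-Glo luminescence gave cytotoxicity after 18 hours at 37 degrees C. The cells were HepG2 CAGA-GFP in 1% FBS DMEM, stimulated with 500 pg/mL TGF-beta after compound addition. %Activity was normalised to no-cell wells (complete cell-killing) and DMSO (no toxicity), and curves were fitted and classified.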
KB-3-1 cytotox = kills parental KB-3-1 adenocarcinoma cells | KB-3-1 viability, CellTiter-Glo ATP luminescence, 72 h | Potency, µM (top dose mostly 46.1 µM), inactives show top-dose activity change, negative = cytotoxic, hits mostly cytotoxic | 400,000 compounds, 1.4% hits | AID 1347075; also: potency is read from the fitted curve at half-maximal effect; % is scaled to controls: 0 for no effect and ±100 for the full control effect; nearly all actives have a fitted effect of over 60% in size
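Using CellTiter-Glo luminescence, growth of non-resistant KB-3-1 adenocarcinoma cells is assessed 72 h after pin-tool compound addition at 37 °C. Normalized responses across the concentration series yield fitted curves.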
ATXN2 expr inh = reduces ATXN2 reporter expression in HEK-293 cells. HEK-293 ATXN2-luciferase reporter, luminescence, 24 h. Potency, µM (doses to about 57 µM), without a hit: at the highest dose activity change, negative = inhibition, usual class: inhibitors. 360,000 compounds, 0.72% hits. AID 1745845; also: potency is read from the fitted curve at half-maximal effect; % is scaled to controls: 0 for no effect and ±100 for the full control effect; nearly all actives have a fitted effect of over 55% in size
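qHTS (up to 57 uM final) was run with 24 h compound exposure of reporter cells at 37 °C. Each well was multiplexed: SteadyGlo luminescence measured ATXN2-luciferase expression after a fluorogenic Gly-Phe-AFC viability readout (25 uM final).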
SW480 rerep = DNA re-replication induction in SW480 cells | AID 624297 | SW480 DNA re-replication, Hoechst DNA content imaging, 48 h | 340,000 compounds, 1.8% hits | Potency, µM (doses to about 46.1 µM), without a hit: top-dose re-replication activation, most hits filed as activators; also: potency is read from the fitted curve at half-maximal effect; % of control where 0% means no effect; nearly all actives have a fitted effect of over 55% in size
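Treated cells incubate 48 hr (37 C, 5% CO2), are stained 40 min with Hoechst, and nuclear fluorescence is enumerated; a rise in nuclei with high DNA signal marks re-replication.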
ATXN viability = viability counter-screen for ATXN expression inhibitors; 400,000 compounds, 0.49% hits; AID 651635; Potency, µM (titrated, usually from 56.7 µM), usual class: cytotoxic; S2 cells (HEK-293 line with an ATXN2-luciferase reporter) viability, CellTiter-Fluor protease fluorescence, 24 h; also: potency is read from the fitted curve at half-maximal effect; nearly all actives have a fitted effect of over 40% in size
IL1B secr inh = blocks inflammasome-driven IL-1 beta release | activity change, % at 57.5 µM | THP-1 LPS/ATP IL-1B secretion, AlphaLISA, 16 h; stronger effect = lower value | 360,000 compounds, 4.7% hits | AID 743279; in the data active = activity change below about -50%; inconclusive = mostly about -30% to -49%; also: % is scaled to controls: 0 for no effect and ±100 for the full control effect
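THP-1 cells pretreated 1 hr with compounds (up to 57.5 uM final), then stimulated with LPS (250 ng/mL final) plus ATP (1.25 mM final); secreted IL-1B measured by AlphaLISA after 16 hr, decreased signal indicating inhibition.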
MCF10A rereplic = induces DNA re-replication in MCF 10a normal breast cells. MCF 10A DNA re-replication, Hoechst nuclear intensity, 48 h. Potency, µM (series often up to 46.1 µM), inactives show at the top dose activity, positive = re-replication, hits mostly activators. 350,000 compounds, 2.9% hits. AID 624296; also: potency is read from the fitted curve at half-maximal effect; % of control where 0% means no effect; nearly all actives have a fitted effect of over 50% in size
* = called active by the depositor; i = inactive; ? = inconclusive; · = not tested or not shown; [ ] = remark or other dose. Unless noted, calls follow the shape of the dose curve; as a rule, active = well fitted curve in the direction sought with a large enough effect; inconclusive = small, poorly fitted or top-dose-only effect, or another doubt; inactive = no such curve, though single readings can be large; an effect the other way counts as inactive or inconclusive.

SMILES	HT1080-NT tox	HT1080 IDH1KD tx	HepG2 tox	KB-3-1 cytotox	ATXN2 expr inh	SW480 rerep	ATXN viability	IL1B secr inh	MCF10A rereplic
c1ccc(NCCCNc2ccccc2)cc1	9%	11%	6%	-2%	3%	-1%	i	-17	1%
COC(=O)c1ccccc1NC(=O)c1ccc2c(c1)OCCO2	-3%	-1%	-24%	-1%	5%	2%	i	3	27%
O=C(Nc1cccc(Cl)c1)N1CCN(C2c3ccccc3-c3ccccc32)CC1	-9%	-9%	-20%	7%	-8%	1%	i	-26	?
O=[N+]([O-])c1ccc(CN2CC(N3CCC(Cc4ccccc4)CC3)CS2(=O)=O)cc1 (configuration not stated)	-9%	-6%	-38%	-3%	-19%	·	?	6	·
CCCC(NCC(=O)Nc1ccccc1C(=O)NC1CC1)c1ccccc1 (configuration not stated)	-2%	0%	-32%	2%	9%	-3%	i	-6	9%
NC(=O)C1=C[C@@H](c2ccccc2)C[C@@H](OCCCCO)O1	8%	11%	-10%	0%	-5%	2%	i	-6	11%
COc1cccc(/C(N)=N/OC(=O)Cc2ccccc2[N+](=O)[O-])c1	7%	0%	4%	2%	45%[activator]	-1%	i	-4	-3%
CCN1C(=C(C#N)C#N)C=Cc2ccccc21	5%	-1%	-2%	12%	-13%	-51%[inhibitor]	i	-29	?
Cc1noc(C)c1NC(=O)Nc1ccc2c(c1)C(=O)N([C@H](C)CO)C[C@@H](C)[C@@H](CN(C)S(=O)(=O)c1cn(C)cn1)OCCCC[C@H](C)O2	5%	5%	-21%	-2%	-1%	·	?	-4	·
CCN(CC)c1ncnc2sc3c(c12)CCC3	-21%	-15%	-32%	-11%	-1%	-3%	i	0	-2%
CCCCC(CC)C1OCC(CN2CCCC2)O1 (configuration not stated)	-3%	-7%	-1%	1%	-11%	6%	i	8	2%
C(=N\N=C\c1cccs1)/c1cccs1	6%	1%	8%	25%	34%	-4%	?	6	2%
COc1cccc(-c2cnc(C(O)c3cccc(CN4CCCCC4)c3)[nH]2)c1 (configuration not stated)	8%	5%	-3%	0%	8%	·	i	-8	·
COc1ccc(CCNC(=O)c2ccc(Cn3c(=O)c4ccccc4n(Cc4cc(C)ccc4C)c3=O)cc2)cc1OC	·	·	1%	-1%	1%	·	i	·	·
COc1ccc(-c2nc3scc(-c4ccccc4)n3n2)cc1	2%	-19%	-33%	?	10%	?	i	79	3%
COc1cccc(CNC(=O)c2cc(-c3cccs3)nc3ccccc23)c1	·	·	-4%	8%	11%	·	i	·	·
O=C(CN1C(=O)/C(=C/c2cccc(Br)c2)SC1=S)N1CCCC1	3%	4%	-3%	-1%	52%[activator]	?	?	-10	9%
O=C1C2C3C=CC(C4CC34)C2C(=O)N1/N=C/c1ccc(-c2ccc(F)cc2[N+](=O)[O-])o1 (configuration not stated)	-17%	-10%	-31%	15%	5%	0%	?	?	21%
CN1CCN(c2ccc(NC(=O)c3ccc(Cl)cc3)cn2)CC1	4%	-6%	19%	-11%	8%	1%	?	6	9%
OC[C@@H]1CN(Cc2ccc(-c3ccccc3)cc2)C[C@H](n2cnc3c(Nc4ccccc4)ncnc32)O1	?	10µM*	-23%	13µM*	?	·	i	?	·

A portion taken from the entries so far:
SMILES	HT1080-NT tox	HT1080 IDH1KD tx	HepG2 tox	KB-3-1 cytotox	ATXN2 expr inh	SW480 rerep	ATXN viability	IL1B secr inh	MCF10A rereplic
O=C(Nc1cccc(Cl)c1)N1CCN(C2c3ccccc3-c3ccccc32)CC1	-9%	-9%	-20%	7%	-8%	1%	i	-26	?
O=[N+]([O-])c1ccc(CN2CC(N3CCC(Cc4ccccc4)CC3)CS2(=O)=O)cc1 (configuration not stated)	-9%	-6%	-38%	-3%	-19%	·	?	6	·
CCCC(NCC(=O)Nc1ccccc1C(=O)NC1CC1)c1ccccc1 (configuration not stated)	-2%	0%	-32%	2%	9%	-3%	i	-6	9%
NC(=O)C1=C[C@@H](c2ccccc2)C[C@@H](OCCCCO)O1	8%	11%	-10%	0%	-5%	2%	i	-6	11%

More structures:
SMILES	HT1080-NT tox	HT1080 IDH1KD tx	HepG2 tox	KB-3-1 cytotox	ATXN2 expr inh	SW480 rerep	ATXN viability	IL1B secr inh	MCF10A rereplic
N=c1c2c(-c3ccccc3)c(-c3ccccc3)n(Cc3ccco3)c2ncn1CCO	18µM*	18µM*	-100%	-7%	?	-5%[9.22 µM]	14µM*	?	10µM*
COc1ccc(NC(=O)CN(C)CC(=O)Nc2sc3c(c2C#N)CCC3)cc1	-6%	-3%	-13%	10%	-12%	2%	i	-27	23%
Cc1cccc(OCC(=O)N2CCC(c3ccccc3)C2)c1 (configuration not stated)	2%	0%	-29%	12%	51%[activator]	1%	i	-16	-7%
Cc1ccc(S(=O)(=O)N2[C@@H](c3ccc(F)cc3)C(C(=O)O)=CC[C@H]2c2cccs2)cc1	3%	9%	-2%	16%	2%	-6%	i	19	2%
CC1(C)Cc2c(cnn2-c2ccccc2)C(NC(=O)C2(C(N)=O)CC2)C1 (configuration not stated)	9%	0%	1%	0%	3%	-3%	i	11	?
CN(C)CCCN(C(=O)c1cc2ccccc2oc1=O)c1nc2c(F)cccc2s1	6%	2%	-7%	0%	-9%	-5%	i	-21	-5%
Cc1ccc(-c2cc(-c3ccccc3)nc(NN)n2)cc1	?	?	-29%	?	?	?	i	-27	-10%
O=C(CNC(=O)c1ccc(Cl)cc1)OCCN1C(=O)c2ccccc2C1=O	1%	0%	2%	-1%	·	-13%	?	-2	14%
CCNc1nc(NCC)n2c(SCC(=O)N(CC)C3CCCCC3)nnc2n1	0%	-7%	-4%	7%	-5%	-7%	i	-1	2%
CCOc1ccc(C(=O)N2CCN(CCc3ccccc3)CC2)cc1OCC	17%	7%	7%	-1%	2%	-6%[9.22 µM]	i	34	2%
CCc1c(O)cc2n(c1=O)-c1ccccc1C2(C)C	-7%	-7%	-29%	-1%	-4%	1%	i	17	-1%
CC1(C)CC2CC(C)(CN2C(=O)CN2C(=O)c3ccccc3C2=O)C1 (configuration not stated)	8%	5%	0%	6%	1%	-1%	i	16	6%
Cc1cccc(OCCSc2nc3c([nH]2)c(=N)ncn3Cc2ccccc2)c1	?	?	-29%	-2%	-1%	-4%	i	-7	?
COc1cc(C)nc(N(Cc2ccccc2)S(=O)(=O)c2ccc(C)cc2)n1	-13%	-19%	-27%	-8%	·	-10%	i	?	17%
Nc1ccc(NC(=O)c2ccccc2)c2c1C(=O)c1ccccc1C2=O	-3%	-4%	-5%	1%	3%	-1%	i	18	1%
CCCCN(CC)C(=O)C1CCCN(c2ncnc3c2nc2n3CCCCC2)C1 (configuration not stated)	·	·	2%	2%	-12%	·	i	·	·
CCOC(=O)N1CCN(C(=O)C2CCC(=O)N2C(C)C)CC1 (configuration not stated)	-4%[9.24 µM]	-17%	16%	0%	-4%	-8%	i	-1	0%
COCCCNC(=O)CCC(=O)Nc1ccc2nc(N3CCOCC3)cc(C)c2c1	1%	2%	-16%	19%	27%	-2%	?	10	4%
CC(C)(C)NC(=O)COc1ccc(S(=O)(=O)N2CCCC2)cc1	-5%	-5%	-2%	-1%	·	9%	i	-13	6%
COC(=O)[C@@H](NCc1ccc(OC)c(B(O)O)c1)C(C)C	-1%	1%	-1%	0%	2%	15%	i	-3	?
O=C(COC(=O)/C=C/c1cccc(C(F)(F)F)c1)NC(=O)NCc1ccccc1	0%	11%	-15%	?	-12%	-1%	i	-4	19%
Cc1ccccc1OCCC(=O)Nc1ccc(Cl)cc1F	-3%	-1%	-23%	1%	2%	?	i	-10	-6%
Cc1ccc(C)c(NC(=O)C2C3C=CC(O3)C2C(=O)O)c1 (configuration not stated)	7%	0%	3%	0%	-6%	-2%	i	4	?
Cc1noc(C)c1COc1ccc(C(=O)OCC(=O)N2CC(=O)Nc3ccccc32)cc1	7%	4%	-7%	-2%	5%	-2%	i	11	4%
Cc1cc2c(=O)n(C)c(SCC(=O)NC3CCCC3)nc2s1	-12%	-7%	2%	15%	1%	-5%	i	-12	1%
CC(=O)c1ccc(NC(=O)CSCC(=O)Nc2ccc3ccccc3c2)cc1	2%	2%	-5%	18%	-6%	-6%	i	-20	4%

A draw from above in order of number of heavy atoms, smallest number first.
SMILES	HT1080-NT tox	HT1080 IDH1KD tx	HepG2 tox	KB-3-1 cytotox	ATXN2 expr inh	SW480 rerep	ATXN viability	IL1B secr inh	MCF10A rereplic
Cc1ccccc1OCCC(=O)Nc1ccc(Cl)cc1F	-3%	-1%	-23%	1%	2%	?	i	-10	-6%
CC(=O)c1ccc(NC(=O)CSCC(=O)Nc2ccc3ccccc3c2)cc1	2%	2%	-5%	18%	-6%	-6%	i	-20	4%
Cc1noc(C)c1COc1ccc(C(=O)OCC(=O)N2CC(=O)Nc3ccccc32)cc1	7%	4%	-7%	-2%	5%	-2%	i	11	4%

Assay outcomes (PubChem)

Hits appear at their usual frequency; about 8.9% have a hit in one of these screens.
